# Screening results deposited in PubChem BioAssay by National Center for Advancing Translational Sciences (NCATS).
# HCV inhibitor: HCV inhibition; Huh7.5.1 HCVcc-Cre infection, luciferase reporter, 44 h; Potency, µM (doses to about 41.8 µM), inactives show at the top dose activity change, negative = inhibition, actives largely listed as inhibitors; 340,000 tested, 3.4% active; AID 651820
#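 Antiviral activity was scored by luciferase reporter output from cells infected with HCVcc-Cre (~0.5 moi) in presence of compound, 44 h infection period, cells seeded 1,000/well 4 h prior.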
# Tb PYK inh: blocks Trypanosoma brucei pyruvate kinase; 410,000 tested, 0.12% active; AID 624173; Potency, µM (titrated, usually from 76.8 µM), without a hit: at the highest dose activity, negative = inhibition, usual class: inhibitors; TbPYK enzyme, Kinase-Glo Plus ATP luminescence, 45 min; further: nearly all actives have a fitted effect of over 50% in size
#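 T. brucei PYK with substrate was exposed to pin-transferred compounds across a concentration series, then started with 130 uM ADP (final). After 45 min at room temperature, Kinase-Glo Plus luminescence was read, normalized and curve-fitted.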
# Pf growth 96h: P. falciparum growth inhibition at 96 hours; P. falciparum luciferase reporter growth, 96 h; Potency, µM (titrated, usually from 28.7 µM), for the others: top-dose activity change, negative = inhibition, most hits filed as inhibitors; 320,000 tested, 6.9% active; AID 504834
#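 Infected RBCs, 2% Hct / 0.05% parasitemia final; luciferase-reporter P. falciparum; cpd 96 h, 37 C, 5% CO2; luciferase detection reagent; luminescence.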
# LmPK inhibitor: blocks Leishmania mexicana pyruvate kinase activity; Potency, µM (series often up to 57.5 µM), without a hit: at the top dose activity change, negative = inhibition, hits mostly inhibitors; purified LmPK, Kinase-Glo ATP luminescence, 1 h; 290,000 tested, 0.37% active
# Target sequence (Q27686 whole entry, looked up): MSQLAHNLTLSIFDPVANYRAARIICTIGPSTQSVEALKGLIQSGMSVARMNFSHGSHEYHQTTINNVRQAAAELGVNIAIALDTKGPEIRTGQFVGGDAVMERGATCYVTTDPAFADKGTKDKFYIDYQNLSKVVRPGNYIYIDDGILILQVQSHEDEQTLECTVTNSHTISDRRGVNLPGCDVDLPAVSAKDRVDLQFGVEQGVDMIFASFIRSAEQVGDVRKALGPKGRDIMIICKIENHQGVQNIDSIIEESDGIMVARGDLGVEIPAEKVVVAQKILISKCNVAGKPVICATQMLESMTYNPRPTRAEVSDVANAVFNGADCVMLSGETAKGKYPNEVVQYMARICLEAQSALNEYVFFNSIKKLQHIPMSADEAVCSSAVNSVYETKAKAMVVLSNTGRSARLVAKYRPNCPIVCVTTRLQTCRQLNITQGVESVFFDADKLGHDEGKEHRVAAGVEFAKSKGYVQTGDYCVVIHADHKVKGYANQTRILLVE
#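 Purified LmPK (0.1 nM) with 0.5 mM PEP and 0.1 mM ADP in imidazole buffer pH 7.2 with MgCl2/KCl, 1 h at room temperature. ATP formed was read by luciferase luminescence and normalized to no-enzyme and uninhibited controls.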
# Pf growth 48h: inhibits P. falciparum growth in the first generation, 48 h | 310,000 tested, 5.9% active | Potency, µM (series often up to 28.7 µM), without a hit: at the highest dose activity change, negative = inhibition, hits mostly inhibitors | P. falciparum luciferase growth in erythrocytes, 48 h
#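 Here the parasites carry a stable luciferase gene and grow inside erythrocytes in Albumax-based RPMI medium with compound for one erythrocytic cycle. Activity is scored as loss of luminescent signal.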
# Sm TGR inh: blocks Schistosoma mansoni thioredoxin glutathione reductase; AID 485364; 360,000 tested, 3% active; Q962Y6; purified TGR, DTNB reduction, TNB absorbance 405 nm; Potency, µM (doses to about 114 µM), for inactives: top-dose activity change, negative = inhibition, usual class: inhibitors; further: nearly all actives have a fitted effect of over 60% in size
#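 Kinetic colorimetric format: TGR-catalysed, NADPH-driven DTNB reduction monitored via TNB absorbance. Enzyme dispensed at 20 nM; compound exposure 15 min at room temperature before reaction start.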
# The depositor's hits bear a star; ? = inconclusive; . = no result given; & = joins results of further samples; ! = a repeat was not active; [ ] = remark or other dose. The call rests on the fitted dose curve; in most records, active means well fitted curve in the direction sought with a large enough effect; inconclusive means small, poorly fitted or top-dose-only effect, or another doubt; inactive means no such curve, though single readings can be large; an effect the other way counts as inactive or inconclusive. On the % scale 0 is the no-effect control and ±100 the full control effect; potency means the concentration at half of the fitted maximal effect. Compounds as they come; 16% or so of the library scored in one or more.
SMILES,HCV inhibitor,Tb PYK inh,Pf growth 96h,LmPK inhibitor,Pf growth 48h,Sm TGR inh
Cc1cc(C)nc(SCC(=O)Nc2ccc(S(=O)(=O)Nc3ncccn3)cc2)n1,15.8%,7.6%,20.0%,0.5%,?,-5.1%
CCOC(=O)C1=NNC2(c3ccc(Cl)cc3)C(=O)N(c3cc(C)cc(C)c3)C(=O)C12 (stereo unspecified),26.9%,1.9%,0.0%,1.3%,-6.7%,-10.7%
Cc1ccc([N+](=O)[O-])cc1NC(=O)c1c(-c2ccccc2)noc1C,12.2%,3.8%,36.4%[activator],0.5%,-3.2%,1.2%
CC1(C)NC(=O)N(CCOCCOc2ccccc2-c2ccccc2)C1=O,-0.5%,-1.6%,0.0%,1.1%,33.7%[activator][5.75 µM],6.3%
COc1ccccc1S(=O)(=O)N1CCN(S(=O)(=O)c2cccs2)CC1,-4.4%,6.0%,?,.,-5.0%,1.1%
CC(=O)NC12CC3CC(C1)CC(C(=O)N1CCN(S(=O)(=O)c4cccc(F)c4)CC1)(C3)C2,7.7%,-3.6%,-28.9%,-6.0%,?,-24.6%
CC1CCCN(Cc2nc3c(c(=O)n(C)c(=O)n3C)n2CC(N)=O)C1 (stereo unspecified),20.8%,-0.2%,-2.5%,0.9%,.,-1.1%[11.4 µM]
O=S(=O)(/N=C(\c1ccc(Cl)cc1)N1CCOCC1)c1ccccc1,13.9%,0.0%,50.7%[activator],-0.4%,1.0%,-3.6%
CCOC(=O)C1CCN(S(=O)(=O)c2ccc(-c3ccccn3)s2)CC1,-11.9%,0.1%,2.3%,4.7%,1.5%,1.6%
Cc1ccc(-c2cn(-c3ccccc3)c(SCC(N)=O)n2)cc1C,0.4%,3.8%,6.0%,0.9%,39.3%[activator],-17.8%
CCOc1ccc(NC(=O)COc2ccc(S(=O)(=O)N3CCCC3)cc2)cc1,?,2.7%,-2.8%,1.1%,?,9.9%
O=C1c2ccccc2C(=O)c2c1cccc2N1CCCC1,?,-17.1%,0.0%,-12.7%,65.8%[activator],-6.6%
Cc1ccc(C)c(NC(=O)CS(=O)(=O)c2cccc3nsnc23)c1,?,?,16.5%,2.8%,-10.4%,-13.7%
Cn1c(-c2nonc2N)nc2ccccc21,-0.8%,-1.0%,10.4µM*,2.0%,25.2%,8.7%
COc1ccccc1CNC(=O)CSc1n[nH]c(N)n1,-5.9%,-0.4%,-1.0%,2.3%,?,-0.6%
NNC(=O)CNc1cccc(Br)c1,13.8%,0.7%,37.4%[activator],-3.9%,-5.2%,-20.7%
COc1ccccc1-c1nnc(NC(C)=O)s1,-17.8%,10.8%,7.38µM*,0.6%,196.3%[activator],0.5%
Cc1cc(SCCOc2ccccc2)nc(N)n1,-3.9%,3.5%,23.4%,2.6%,98.5%[activator],-18.8%
COC(=O)c1ccc(OC)c(NS(=O)(=O)c2ccc(-n3cnnn3)cc2)c1,18.8%,2.3%,24.2%,5.4%,-13.5%,-4.9%
COc1ccc(CNCCC(c2ccc(F)cc2)c2ccc(OC)cc2)cc1 (stereo unspecified),?,0.9%,?,-1.5%,?,-7.5%

# Exported tab-delimited: 12 of the compounds above
mol	HCV inhibitor	Tb PYK inh	Pf growth 96h	LmPK inhibitor	Pf growth 48h	Sm TGR inh
Cc1cc(C)nc(SCC(=O)Nc2ccc(S(=O)(=O)Nc3ncccn3)cc2)n1	15.8%	7.6%	20.0%	0.5%	?	-5.1%
CCOC(=O)C1=NNC2(c3ccc(Cl)cc3)C(=O)N(c3cc(C)cc(C)c3)C(=O)C12 (stereo unspecified)	26.9%	1.9%	0.0%	1.3%	-6.7%	-10.7%
Cc1ccc([N+](=O)[O-])cc1NC(=O)c1c(-c2ccccc2)noc1C	12.2%	3.8%	36.4%[activator]	0.5%	-3.2%	1.2%
CC1(C)NC(=O)N(CCOCCOc2ccccc2-c2ccccc2)C1=O	-0.5%	-1.6%	0.0%	1.1%	33.7%[activator][5.75 µM]	6.3%
COc1ccccc1S(=O)(=O)N1CCN(S(=O)(=O)c2cccs2)CC1	-4.4%	6.0%	?	.	-5.0%	1.1%
CC(=O)NC12CC3CC(C1)CC(C(=O)N1CCN(S(=O)(=O)c4cccc(F)c4)CC1)(C3)C2	7.7%	-3.6%	-28.9%	-6.0%	?	-24.6%
CC1CCCN(Cc2nc3c(c(=O)n(C)c(=O)n3C)n2CC(N)=O)C1 (stereo unspecified)	20.8%	-0.2%	-2.5%	0.9%	.	-1.1%[11.4 µM]
O=S(=O)(/N=C(\c1ccc(Cl)cc1)N1CCOCC1)c1ccccc1	13.9%	0.0%	50.7%[activator]	-0.4%	1.0%	-3.6%
CCOC(=O)C1CCN(S(=O)(=O)c2ccc(-c3ccccn3)s2)CC1	-11.9%	0.1%	2.3%	4.7%	1.5%	1.6%
Cc1ccc(-c2cn(-c3ccccc3)c(SCC(N)=O)n2)cc1C	0.4%	3.8%	6.0%	0.9%	39.3%[activator]	-17.8%
CCOc1ccc(NC(=O)COc2ccc(S(=O)(=O)N3CCCC3)cc2)cc1	?	2.7%	-2.8%	1.1%	?	9.9%
O=C1c2ccccc2C(=O)c2c1cccc2N1CCCC1	?	-17.1%	0.0%	-12.7%	65.8%[activator]	-6.6%

# The listing continues:
SMILES,HCV inhibitor,Tb PYK inh,Pf growth 96h,LmPK inhibitor,Pf growth 48h,Sm TGR inh
Cc1cc(C)c2ccc3c(C)c(C)n(C)c3c2n1,-2.0%,0.2%,13.1%,-7.5%,-19.6%,2.9%
COc1cc(OC)cc(C(=O)N2CCC(C(=O)Nc3ccc4c(c3)OCCO4)CC2)c1,4.4%,2.3%,5.7%,2.2%,-0.1%,8.4%
Cc1ccc(S(=O)(=O)NCCC(=O)N2CCN(S(=O)(=O)c3ccccc3)CC2)cc1C,-9.9%,-0.8%,-13.3%,.,?,4.4%
CCCCN(CC)CCNC(=O)Cn1cc2c(n1)-c1c(oc(C(=O)N3CCCC3)c1C)CC2,4.5%,2.6%&-2.2%,?,4.1%,?,-33.5%&-5.9%
CCOc1ccc(NC(=O)C2CCCN(S(=O)(=O)c3ccc4[nH]c(=O)ccc4c3)C2)cc1 (stereo unspecified),-3.5%,-10.1%&-1.5%,?,-1.2%,0.0%,-11.3%&3.6%
O=C(CSc1ncnc2c1cnn2CCc1ccccc1)Nc1cccc(C(F)(F)F)c1,?,1.6%,.,-0.4%,?,-1.1%
CC(=O)/C(=N\Nc1ccc(C)cc1)Sc1nncn1C,-3.7%,?,11.7%,-24.8%,-1.3%,-12.8%
CC1CC(NC(=O)Cc2ccc(Br)cc2)CC(C)(C)C1 (stereo unspecified),4.2%,?,?,2.7%,11.7µM*,28.8%
COc1ccc(S(=O)(=O)N2CCC(C(=O)NC3CC(C)(C)NC(C)(C)C3)CC2)cc1,11.7%,-4.1%,-2.1%,-0.7%,8.5%,2.6%
O=C(COc1ccc(-c2ccccc2)cc1)Nc1cccnc1,?,-13.4%,-21.2%,.,34.0%[activator],2.5%
CS(=O)(=O)N1CCn2c1nc1ccccc12,6.6%,4.9%,76.4%[activator],8.7%,0.0%,52.0%[activator]
O=[N+]([O-])c1ccc(P(=O)(Cc2ccccc2)c2ccccc2O)cc1 (stereo unspecified),5.9%,-1.3%,-20.0%,-1.0%,1.3%[0.00184 µM],0.0%
CN(C)c1ccc(Nc2nc(N)c3ccccc3n2)cc1,?,?,8.28µM*,?,?,?
Cc1ccc(C(=O)NC(=S)Nc2ccc(Oc3ccc(Cl)cc3)cc2)cc1,-3.3%,0.0%,-0.7%,7.4%,41.8%[activator],4.2%
COc1ccc(Cn2c(CCCO)nc3ccccc32)cc1OC,-6.1%,-1.5%,-0.2%,1.3%,.,-12.4%
Cc1ccc(/C=C/C(=O)CCC(=O)O)cc1,9.8%,-13.0%,19.9%,-1.2%,31.2%[activator],2.8%
O=C(NC(=S)Nc1ccc2oc(-c3ccncc3)nc2c1)c1ccccc1F,1.1%,3.7%,-22.2%,0.9%,24.9%,.
C[N+]1(C)CCc2cc3c(cc2[C@H]1[C@@H]1OC(=O)c2c1ccc1c2OCO1)OCO3,-5.3%[8.37 µM],?,?,-0.1%&1.8%,-29.8%,-0.3%&-1.4%
Cc1ccc(C(=O)NNC(=O)Cc2nc3nc(C)cc(C)n3n2)cc1,2.1%,-1.4%,35.8%[activator],4.9%,26.6%,4.2%
COCCNC(=O)/C(C#N)=C\c1ccc(CNS(=O)(=O)c2ccccc2)o1,-4.6%,4.4%,20.2%,-2.4%,9.6%,2.1%[57.1 µM]
COC(=O)C1=C(C)N(CC2CC2)C(=NCc2cc(OC)c(OC)c(OC)c2)N[C@H]1c1ccccc1,-8.1%,-0.5%,11.7µM*!,-2.8%&-2.2%,2.9%&13.5%,0.8%&6.7%
C/C(=N\NC(=O)Cn1ccc(C(F)(F)F)n1)c1ccc(N2CCOCC2)cc1,-3.5%,0.0%,-8.3%,6.6%,-7.6%,1.1%
COc1ccc(-c2cc(N3CCCC3)n3ncnc3n2)cc1,12.6µM*,4.4%,-9.2%,0.9%,28.2%,2.1%
CCCCC(=O)NC1(C(F)(F)F)C(=O)Nc2c1c(=O)[nH]c(=O)n2Cc1ccco1 (stereo unspecified),-5.0%,-7.2%,10.9%,-2.3%,11.8%,26.2%
CC(C)Sc1oc(-c2ccco2)nc1S(=O)(=O)c1ccc(F)cc1,-23.4%,-12.1%,14.7µM*,2.7%,?,17.8µM*
CSCC[C@H](NC(=O)c1cccs1)c1nnc2ccccn12,?,-12.4%,0.5%,-0.3%,-11.1%,-0.3%
CC(=O)c1cccc(OCC(=O)N(Cc2ccco2)c2c(N)n(Cc3ccccc3)c(=O)[nH]c2=O)c1,16.5%,-1.7%,3.1%,.,?,-33.0%
COc1ccc(/C(C)=N\O)cc1OC,8.3%,3.8%,10.7%,3.7%,-0.6%,-16.6%
COc1ccc(C(CNC(=O)/C=C/c2c(Cl)nc3ccccn23)N(C)C)cc1 (stereo unspecified),?,-12.5%,?,-0.1%,-18.1%,?
O=C(CC(C(=O)O)c1ccc(Cl)cc1)c1ccc(Br)cc1 (stereo unspecified),33.8%[activator],1.4%,29.3%,2.8%,42.3%[activator],-3.3%
Nc1nnc(Cc2c[nH]c3ccccc23)s1,4.1%,0.9%,-21.7%,-2.5%,?,?
Cc1nc(N)sc1-c1csc(Nc2ccccn2)n1,-24.0%,-12.3%,21.6%,-8.6%,86.3%[activator],0.0%
CCN(CC)C1=N/C(=C\c2ccco2)C(=O)N1c1ccccc1,-5.4%,-5.1%,6.8%,0.5%,18.7%,44.7µM*
COCC(C)NC(=O)Cn1c(SCc2ccccc2)nc2ccccc21 (stereo unspecified),-5.0%,2.5%,0.2%,-5.0%,-19.1%,1.5%
COc1cccc(NC(=O)c2cccc(N3C(=O)C4CCC(C)CC4C3=O)c2)c1 (stereo unspecified),-2.7%,3.2%,4.15µM*,2.5%,2.33µM*,-9.6%
c1ccc(-c2noc(-c3ccccc3-c3ccccc3)n2)cc1,-0.4%,3.0%,.,2.2%,5.2%,-10.3%
O=C(CCNC(=O)c1ccc(Br)cc1)NCCCc1ccccc1,24.9%,5.3%,20.7%,.,25.6%,-0.2%
Cc1nc2ccc(NC(=O)c3ccc(N4C(=O)CCC4=O)cc3)cc2s1,0.1%,-1.0%,-25.2%,8.3%,26.1%,-7.8%
Cc1cccc(NC(=O)CSCC(=O)Nc2cc(S(=O)(=O)N3CCOCC3)ccc2OC(C)C)c1,-4.2%,2.6%,?,.,?,0.4%
COC1=C/C(=C/c2c(N)n3c(nc2=O)sc2cc(S(C)(=O)=O)ccc23)C=CC1=O,-0.8%,1.8%,?,0.2%,?,-5.4%
